High-throughput results deposited in PubChem by several laboratories.
RT RNaseH block: HIV-1 RT RNase H inhibitors, primary screen, biochemical, fluorescence | Gag-Pol polyprotein (Human immunodeficiency virus type 1 group M subtype B (isolate … | RT-RNase H RNA/DNA duplex cleavage | inhibition, % at 10 µM | actives 1.9% (n = 65,000); in the data active = inhibition above about 50%
RmlC RmlD mix: RmlC and RmlD coupled enzyme inhibitors, primary screen, biochemical, 384-well, compound mixtures, retest. actives 0.39% (n = 110,000). AID 1532, 2009. RmlC/RmlD coupled enzyme inhibition, 384-well mixture HTS. inhibition, % at 5.5 µM; in the data active = inhibition above about 30%, passing the limit was not always enough; note: strong numbers were not always called active
The depositor's hits bear a star; x = not tested or not shown. This is a subset; count on the stated rates, not on these rows.

SMILES | RT RNaseH block | RmlC RmlD mix
Cc1cccc(N2CCN(C(=O)CCn3c(=O)[nH]c4ccccc4c3=O)CC2)c1C | -3 | 4
S=C(Nc1ccccc1)Nc1ccc(OCc2ccc(Cl)cc2Cl)cc1 | x | 20
Cc1nn(CC(=O)Nc2sc3c(c2C#N)CCC(C(C)(C)C)C3)c(C)c1[N+](=O)[O-] (centres undefined) | x | -1
CCOc1ccc(Nc2oc(-c3ccc(Cl)cc3)nc2C#N)cc1 | x | -66
COc1ccc(N2C(=O)CC(Nc3ccc(C)cc3)C2=O)cc1 (centres undefined) | x | -12
CCOc1ccc(OCCCCN2CCCC2)cc1 | x | -1
CN(C)c1ccc(/C=N/NC(=O)CN(c2cccc(Cl)c2)S(C)(=O)=O)cc1Br | x | -7
CC1CC(N(C(=O)c2ccco2)c2ccccc2)c2ccccc2N1 (centres undefined) | -20 | -1
COCC(C)n1c(COc2ccccc2F)nnc1SCc1c(C)noc1C (centres undefined) | -6 | 3
CC(C)CC(=O)Nc1cccc(-c2nc3ccccc3o2)c1 | 1 | -1
CCc1nn(CCCN2CCN(c3cccc(Cl)c3)CC2)c(=O)n1CCOc1ccccc1 | x | -41
COc1ccc(NC(=O)c2cccs2)cc1 | x | 6
COc1ccc(CN(C(=O)c2cccs2)c2nccs2)cc1OC | -17 | 96
CCn1c(CC(C)C)n[nH]c1=S | -13 | -11
O=C(Oc1ccc(/C=N/NC(=O)c2ccccc2O)cc1)c1ccccc1 | x | 4
CCOC(=O)Nc1cc(C(=O)OCC)c(C)nc1C | -2 | -11
Cn1c(=O)c(C(=O)Nc2ncccc2O)c(O)c2ccccc21 | -10 | 13
COC(=O)c1cn(CC(=O)NCc2ccco2)c2ccccc12 | -1 | -8
Cc1nc(N2CCOCC2)[nH]c(=O)c1CCC(C)C | -2 | -6
CCC(=O)Nc1nc2ccccc2n1CCN(CC)CC | -11 | -5
Oc1ccc(Cl)cc1-c1cc(-c2ccccc2)n[nH]1 | 14 | -14
Cc1cccc(C)c1OCC(=O)N/N=C/c1ccc2c(c1)OCO2 | x | -1
C=CCn1c(COc2ccccc2)nnc1SCC(=O)Nc1ccc2c(c1)OCCO2 | -15 | -13
COC(=O)c1c(-c2ccncc2)csc1NC(=O)c1ccoc1C | -6 | -12
CCOC(=O)c1cnn(-c2cc(C)nc3c(-c4ccc(Cl)cc4)c(C)nn23)c1N | x | -5
O=c1c2ccccc2nc(/C=C/c2ccc([N+](=O)[O-])o2)n1CCCO | x | 3
COc1ccc(Br)cc1-c1nc(C)c(C(C)=O)n1O | -5 | -2
O=S(=O)(c1cccc2cccnc12)N1CCOCC1 | -10 | -17
O=C(Nc1ccc(N2CCOCC2)cc1)Nc1ccc2nc(-c3ccco3)c(-c3ccco3)nc2c1 | 68* | -10
CCn1nccc1C(=O)NC1=C(C#N)CCC1 | -10 | -87
Cc1cccc2c(=O)oc(-c3ccc4c(c3)C(=O)N(CC3CCCO3)C4=O)nc12 (centres undefined) | -1 | x
CCN(CC(=O)NCCc1ccccc1)S(=O)(=O)c1ccc(Br)cc1 | x | 31
COCCOCC(O)CN1CCN(c2ccccc2)CC1 (centres undefined) | 2 | -12
O=C1CCCc2c1[nH]c1ccc(Br)cc21 | -50 | 1
CCOc1ccc(C(=O)N2CCN(C(=O)c3ccco3)CC2)cc1OCC | -6 | 13
COc1ccc(OC)c(C2C(C(=O)N(C)C)=C(C)Nc3nc4ccccc4n32)c1 (centres undefined) | -12 | -8
O=C(CCCCn1c(=O)c2ccccc2n(Cc2ccc(Cl)cc2)c1=O)NCc1ccco1 | 10 | -3
CCCCn1c(Cl)nc2c1c(=O)n(C)c(=O)n2C | -4 | -8
Cc1ccc(CCNC(=O)CCNS(=O)(=O)c2ccc3c(c2)c(=O)n(C)c(=O)n3C)cc1 | -5 | -8
COc1ccc(-c2ccc(-c3noc(-c4ccccc4C)n3)c(OC)n2)cc1 | 4 | 24
O=C(c1ccc(COc2ccc3ccccc3c2)o1)N1N=C(C(F)F)CC1(O)C(F)F (centres undefined) | x | -6
O=C(NC(Cc1ccccc1)C(=O)NCc1ccccn1)c1ccco1 (centres undefined) | -11 | -2
C=CCOC(=O)C1=C[C@H](C2CCCCC2)C[C@H](OCc2ccc(CO)cc2)O1 | x | 2
CC(=O)N(CCCCN1C(=O)c2ccccc2C1=O)c1ccc(C)cc1 | x | -2
CO/N=C/c1ccc(N2CCN(C(=O)c3ccc(Cl)cc3Cl)CC2)c([N+](=O)[O-])c1 | x | -3
COc1cc(O)cc(O)c1C(=O)/C=C/c1ccccc1 | x | -9
CC(=O)NCCn1c(SCC(=O)c2ccc(Cl)cc2)nc2ccccc2c1=O | x | 7
Cc1cc(NC(=O)c2c(F)cccc2Cl)n(-c2nc3ccccc3[nH]2)n1 | x | -17
O=C1NCCN1C(=O)c1cccc(Cl)c1 | -1 | x
CCOc1ccc(S(=O)(=O)Nc2nc3cc(OC)ccc3s2)cc1 | x | 17
O=C(N/N=C/c1cccc(C(F)(F)F)c1)C1CCN(c2ncc(C(F)(F)F)cc2Cl)CC1 | x | 5
COc1ccccc1OCCn1cc(C#N)c2ccccc21 | x | -10
Cc1c(CN(C)C(=O)CSc2nc(-c3ccco3)cc(C(F)(F)F)n2)cnn1C | -8 | -9
CC(NC(=O)Nc1nnc(C(F)(F)F)s1)(C(F)(F)F)C(F)(F)F | 3 | -11
O=C(CSc1nnc(-c2ccncc2)n1Cc1ccccc1)NCCc1ccccc1 | x | -75
C=CCc1c(C)nc(C)nc1N/N=C/c1ccc(N(C)C)cc1 | x | 9
O=c1c(-c2ccc3c(c2)OCCO3)coc2c(CN3CCOCC3)c(O)ccc12 | -5 | 13
Cc1ccccc1OCC(=O)NC(=S)Nc1ccc2c3c(cccc13)CC2 | x | -7
CCCCC(=O)c1c(O)c2ccccc2oc1=O | -32 | 21
CC(NC(=O)CSc1nnc(-c2cccc(S(=O)(=O)N3CCCCC3)c2)o1)C12CC3CC(CC(C3)C1)C2 (centres undefined) | x | -11
Next section.
SMILES | RT RNaseH block | RmlC RmlD mix
Cc1ccc(-n2c(C)cc(C(=O)CSc3nnnn3C)c2C)cc1 | -35 | -6
O=S(=O)(c1cccs1)N1CCN(c2ncccn2)CC1 | 1 | -5
COc1ccc(OC)c(C2C(C#N)=C(N)Oc3c2c(C)nn3-c2ccc(C)cc2)c1 (centres undefined) | -9 | 20
CCn1ncc(C2=NOC(C(=O)NCc3ccccc3)C2)c1C (centres undefined) | 50* | -9
Nc1ccc2[nH]ncc2c1 | -6 | 11
O=C(O)c1ccc(NCc2ccc3c(c2)OCO3)cc1 | 11 | -18
CCCSc1nnc(N2C(=O)CC(c3ccsc3)C3=C2CCCC3=O)s1 (centres undefined) | -9 | 19
Clc1ccccc1OCCN1CCCCC1 | -6 | 15
Cc1c(C#N)c2ncn(CC#N)c(=O)c2n1-c1ccccc1 | x | -11
Cc1ccc(-n2nnnc2SCC(=O)NCCC2=CCCCC2)c(C)c1 | -7 | -3
O=C(Nc1ccc(OC(F)(F)F)cc1)c1n[nH]c(Cn2cncn2)n1 | x | 15
O=C(Nc1ccccc1C(=O)OCn1nnc2ccccc2c1=O)c1ccco1 | -2 | -10
CCOC(=O)N1CCN(C2=NC3(CCCCC3)C(C#N)C(=O)N2)CC1 (centres undefined) | -1 | -6
CCC(C)c1ccc(O)c(/C=N/O)c1 (centres undefined) | x | -8
Cc1ccc(CNC(=O)COC(=O)c2c(C)noc2C)cc1 | -5 | -13
CS(=O)(=O)N(CC(=O)NCc1ccccn1)c1ccc2c(c1)OCCO2 | -11 | -14
Cn1c(SCC(=O)NC2CCCC2)nc2cccnc21 | -39 | -28
Cc1ccc2[nH]c(=O)c(C(c3nnnn3CC3CCCO3)N3CCCc4ccccc43)cc2c1 (centres undefined) | 10 | 19
O=C(CCCn1c(=S)[nH]c2ccsc2c1=O)NCc1ccco1 | 10 | -7
O=C(NCCc1ccccc1)C1CCCN1C(=O)Nc1ccc(F)cc1 (centres undefined) | 1 | -8
COc1cccc(-c2nn(C)c3sc(C(=O)NCc4ccco4)cc23)c1 | -25 | -29
CCn1c(SCc2ccc(C)cc2)nnc1C1CCN(S(=O)(=O)c2ccc(OC)cc2)CC1 | x | -5
COc1cc2c(C(=O)N3CCN(c4ccccc4C)CC3)c(C)oc2cc1Br | x | -13
CCN1CCN(C(c2cc3cccc(C)c3[nH]c2=O)c2nnnn2Cc2ccccc2)CC1 (centres undefined) | 0 | -8
CC(C)(C)OC(=O)N[C@@H](Cc1ccccc1)c1nnc(SCC(=O)c2ccc(Cl)cc2)o1 | x | -8
O=S(=O)(c1ccc(S(=O)(=O)N2CCCN(Cc3ccccc3)C2)cc1)N1CCCCCC1 | -4 | 9
COC(=O)c1ccc(-n2nnnc2SCC(=O)Nc2cc(OC)ccc2OC)cc1 | 7 | -11
CC(=O)c1ccc2c(ccc3ccccc32)c1 | x | 5
O=C(Cc1cccs1)Nc1ccon1 | 9 | 14
CCCCNC(=O)c1c(C)cc(=O)oc1C | 0 | 8
O=C(CSc1nc(C2CC2)nc2ccccc12)Nc1ccc2c(c1)OCCO2 | x | -36
COc1ccc(/C=C2\SC(=O)N(CCNC(=O)Cn3cnnn3)C2=O)cc1 | x | 6
O=C(O)c1cccc(-c2nnn(Cc3ccccc3Cl)n2)c1 | x | -12
Cc1ccccc1C(=O)NC1CCN(Cc2nnnn2C2CCCC2)CC1 | x | 69
Cc1ccc(Cn2ncc3c(N4CCN(Cc5ccc(Cl)cc5)CC4)ncnc32)cc1 | 4 | x
O=C(Nc1ccc(Br)cc1F)c1sccc1-n1cccc1 | -8 | -11
Cc1cc(C(=O)CSc2nnc(-c3ccc(Cl)cc3)n2C)c(C)n1CC1CCCO1 (centres undefined) | x | -9
CCc1ccc(S(=O)(=O)NCc2csc(C)n2)s1 | -10 | -14

Structures shown so far with an aryl methoxy group:
SMILES | RT RNaseH block | RmlC RmlD mix
COc1ccc(N2C(=O)CC(Nc3ccc(C)cc3)C2=O)cc1 (centres undefined) | x | -12
COc1ccc(NC(=O)c2cccs2)cc1 | x | 6
COc1ccc(CN(C(=O)c2cccs2)c2nccs2)cc1OC | -17 | 96
COc1ccc(Br)cc1-c1nc(C)c(C(C)=O)n1O | -5 | -2
COc1ccc(OC)c(C2C(C(=O)N(C)C)=C(C)Nc3nc4ccccc4n32)c1 (centres undefined) | -12 | -8
COc1ccc(-c2ccc(-c3noc(-c4ccccc4C)n3)c(OC)n2)cc1 | 4 | 24
COc1cc(O)cc(O)c1C(=O)/C=C/c1ccccc1 | x | -9
CCOc1ccc(S(=O)(=O)Nc2nc3cc(OC)ccc3s2)cc1 | x | 17
COc1ccccc1OCCn1cc(C#N)c2ccccc21 | x | -10
COc1ccc(OC)c(C2C(C#N)=C(N)Oc3c2c(C)nn3-c2ccc(C)cc2)c1 (centres undefined) | -9 | 20
COc1cccc(-c2nn(C)c3sc(C(=O)NCc4ccco4)cc23)c1 | -25 | -29
CCn1c(SCc2ccc(C)cc2)nnc1C1CCN(S(=O)(=O)c2ccc(OC)cc2)CC1 | x | -5
COc1cc2c(C(=O)N3CCN(c4ccccc4C)CC3)c(C)oc2cc1Br | x | -13
COC(=O)c1ccc(-n2nnnc2SCC(=O)Nc2cc(OC)ccc2OC)cc1 | 7 | -11
COc1ccc(/C=C2\SC(=O)N(CCNC(=O)Cn3cnnn3)C2=O)cc1 | x | 6

3 structures out of the list, arranged by formula weight, highest first:
SMILES | RT RNaseH block | RmlC RmlD mix
CCN(CC(=O)NCCc1ccccc1)S(=O)(=O)c1ccc(Br)cc1 | x | 31
S=C(Nc1ccccc1)Nc1ccc(OCc2ccc(Cl)cc2Cl)cc1 | x | 20
C=CCOC(=O)C1=C[C@H](C2CCCCC2)C[C@H](OCc2ccc(CO)cc2)O1 | x | 2
